# Bioassay records (PubChem BioAssay)
# Wnt act: activators of Wnt/beta-catenin signaling | Wnt/beta-catenin reporter cell assay, activator, plate reader | 1.2% of 300,000 active | AID 743398 | activation, % at 9.35 µM; in the data active = activation above about 30%, passing the limit was not always enough;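 also: 0% = neutral control wells and 100% = positive control wells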
# * = called active by the depositor. A portion of the library; the hit share may differ from the screen's.
Wnt act	Structure
-3	Oc1ccc(C[C@@H](CN2CCCC2CN2C(=S)NC[C@@H]2Cc2ccccc2)N2C[C@H](Cc3ccccc3)N(CC3CCCCCC3)C2=S)cc1 (stereo not given in full)
1	CCn1c(CC(=O)Nc2ccccc2F)nnc1SCC(=O)NC1=NCCS1
-2	Cc1ccc(S(=O)(=O)NC(=O)NC2=NC(C)(C)N(c3ccc(Cl)c(Cl)c3)C(N)=N2)cc1
-4	Cc1cn([C@H]2C[C@H](O)[C@@H](/C=C/C(=O)NCCc3ccc4c(c3)OCO4)O2)c(=O)[nH]c1=O
1	COc1cccc(-c2cnc3c(NC=O)cc(-c4cc(OC)c(OC)c(OC)c4)cn23)c1
5	O=C1C(=C2CCc3ccccc32)Cc2ccccc21
-4	COc1cc(CNc2nccn3ccnc23)cc(OC)c1
0	COC(=O)C1=C(C(=O)OC)[C@@H]2N(C)c3ccc(OC)cc3[C@@]23C[C@@H](C(=O)OC)N(C(=O)NCCBr)C3=N1
-1	CN(C)c1ccc(-c2ccnc3c2CC(C)(C(=O)NCc2ccco2)O3)cc1 (stereo not given)
-2	CCOc1ccc(S(=O)(=O)NCCC(=O)NNC(=O)c2ccc(F)cc2)cc1
-1	COc1ccc(F)cc1-c1cc(C(=O)NCc2cc(C(F)(F)F)cc(C(F)(F)F)c2)[nH]n1
-1	CCc1nc2ccc(C(=O)NCCCn3ccnc3)cn2c1N(C)Cc1cccs1
-2	CN1CCN(C(=O)c2cc3c(c(-c4cccc(C#CC(C)(C)O)c4)n2)[C@@H](CCO)N(S(=O)C(C)(C)C)C3)CC1 (stereo not given in full)
2	COC(=O)C[C@H]1CC[C@@H](NC(=O)Nc2c(C)noc2C)[C@@H](CO)O1
0	CC(O)(c1ccc(F)c(F)c1)c1nc(-c2cc(F)cc(F)c2)cs1 (stereo not given)
-4	Cc1cc(NC(=O)Cc2cn(C)c3ccccc23)ccc1Nc1cccnc1
-26	CCc1ccc(-c2nn(-c3ccccc3)cc2CSC(=N)N)cc1
-3	COc1cccc(-c2ccc(CN3C(C)C(=O)N(Cc4cn(Cc5ccco5)nn4)CCS3(=O)=O)cc2)c1OC (stereo not given)
0	COc1ccc(CCNC(=O)Nc2nc(C(N)COCc3ccccc3)cs2)cc1OC (stereo not given)
-2	COC(=O)C1=C(C)NC(=S)NC1c1ccc(Br)cc1 (stereo not given)
-1	COc1ccc(OC)c(CN2C(=O)c3ccccc3C2c2nnnn2C2CCCC2)c1 (stereo not given)
-4	COc1ccc(NC(=O)C2Cc3c(-c4cccc(C(C)=O)c4)ccnc3O2)cc1 (stereo not given)
-1	NC(c1csc(Nc2ccc(C(=O)NCCO)cc2)n1)C1CCCCC1 (stereo not given)
9	Cc1cc(NC(=O)CSc2ccc(-c3ccc4c(c3)OCO4)nn2)no1
1	CN(C)C(=O)CNc1ccn2nc(-c3cccc(Cl)c3)cc2n1
-3	CC1(C(=O)NCc2ccccc2)CSCC(=O)N1CCCn1ccnc1 (stereo not given)
-1	CC[C@H](C)[C@@H](N)C(=O)NC[C@H]1O[C@@H](n2cnc3c(=O)[nH]c(N)nc32)[C@H](O)[C@@H]1O
0	CCN=C1NC(c2ccccc2C(F)(F)F)C(C(=O)OC)=C(C)N1C (stereo not given)
3	CCc1nc2ccc(C(=O)Nc3ccc(C(N)=O)cc3)cn2c1N(C)CCC(C)C
-1	COc1ccc([C@H]2CC(=O)C[C@@H](CCn3cc(-c4nccn4C)nn3)O2)cc1
-2	O=C1NC(c2ccccc2)(c2ccccc2)C(=O)N1CNc1ccccn1
-4	CC1=CC(=C2C=CC(=O)C=C2)C=C(C)N1C
-2	CN(C)c1ccc(-c2csc(C(O)c3ccccc3)n2)cc1 (stereo not given)
-4	NC(Cc1ccccc1)c1csc(Nc2ccc(C(=O)NCCCO)cn2)n1 (stereo not given)
-1	CC[C@H](C)[C@@H](CO)NC(=O)[C@H]1O[C@@H](n2ccc(=O)[nH]c2=O)[C@H](O)[C@@H]1O
-3	O=C(NCc1cccc(Cl)c1)C1Cc2c(-c3ccc(Cl)cc3)ccnc2O1 (stereo not given)
-4	COC(=O)[C@]12CCCCC=C1N(Cc1ccc(Cl)cc1Cl)C(=O)[C@H](CC(=O)NCc1cccc(C(F)(F)F)c1)C2
-1	COc1ccc(CCNC(=O)COC(=O)C2=NNC(=O)CC2)cc1
0	O=C(/C=C/[C@H]1O[C@@H](n2ccc(=O)[nH]c2=O)[C@H](O)[C@@H]1O)NCc1cccs1
0	CC(C)CC1NC(=O)c2cc(Cl)ccc2-n2c1nc1cc(F)ccc1c2=O (stereo not given)

# Shown as tab-separated lines: 20 of the compounds above
Molecule	Wnt act
COc1ccc(OC)c(CN2C(=O)c3ccccc3C2c2nnnn2C2CCCC2)c1 (stereo not given)	-1
COc1ccc(NC(=O)C2Cc3c(-c4cccc(C(C)=O)c4)ccnc3O2)cc1 (stereo not given)	-4
NC(c1csc(Nc2ccc(C(=O)NCCO)cc2)n1)C1CCCCC1 (stereo not given)	-1
Cc1cc(NC(=O)CSc2ccc(-c3ccc4c(c3)OCO4)nn2)no1	9
CN(C)C(=O)CNc1ccn2nc(-c3cccc(Cl)c3)cc2n1	1
CC1(C(=O)NCc2ccccc2)CSCC(=O)N1CCCn1ccnc1 (stereo not given)	-3
CC[C@H](C)[C@@H](N)C(=O)NC[C@H]1O[C@@H](n2cnc3c(=O)[nH]c(N)nc32)[C@H](O)[C@@H]1O	-1
CCN=C1NC(c2ccccc2C(F)(F)F)C(C(=O)OC)=C(C)N1C (stereo not given)	0
CCc1nc2ccc(C(=O)Nc3ccc(C(N)=O)cc3)cn2c1N(C)CCC(C)C	3
COc1ccc([C@H]2CC(=O)C[C@@H](CCn3cc(-c4nccn4C)nn3)O2)cc1	-1
O=C1NC(c2ccccc2)(c2ccccc2)C(=O)N1CNc1ccccn1	-2
CC1=CC(=C2C=CC(=O)C=C2)C=C(C)N1C	-4
CN(C)c1ccc(-c2csc(C(O)c3ccccc3)n2)cc1 (stereo not given)	-2
NC(Cc1ccccc1)c1csc(Nc2ccc(C(=O)NCCCO)cn2)n1 (stereo not given)	-4
CC[C@H](C)[C@@H](CO)NC(=O)[C@H]1O[C@@H](n2ccc(=O)[nH]c2=O)[C@H](O)[C@@H]1O	-1
O=C(NCc1cccc(Cl)c1)C1Cc2c(-c3ccc(Cl)cc3)ccnc2O1 (stereo not given)	-3
COC(=O)[C@]12CCCCC=C1N(Cc1ccc(Cl)cc1Cl)C(=O)[C@H](CC(=O)NCc1cccc(C(F)(F)F)c1)C2	-4
COc1ccc(CCNC(=O)COC(=O)C2=NNC(=O)CC2)cc1	-1
O=C(/C=C/[C@H]1O[C@@H](n2ccc(=O)[nH]c2=O)[C@H](O)[C@@H]1O)NCc1cccs1	0
CC(C)CC1NC(=O)c2cc(Cl)ccc2-n2c1nc1cc(F)ccc1c2=O (stereo not given)	0

# (continued)
Wnt act	Structure
-3	COc1ccc(-c2oc3c(c2-c2cnc(OC)nc2)C(O)CC3)cc1 (stereo not given)
-6	COc1ccc2nc(Sc3c([N+](=O)[O-])nc(C)n3Cc3ccccc3)[nH]c2c1
-1	Cc1ccccc1C(=O)N[C@@H](CC(C)C)C(=O)N1CCC[C@H]1C(=O)NCc1ccccc1
17	O=C(NC1CCCC1)C1C(c2ccc(C(F)(F)F)cc2)=Nc2ccccc2N1C(=O)c1ccco1 (stereo not given)
-3	COCCNS(=O)(=O)c1cc(OC)c(Cl)cc1Cl
-1	CCCC(C)(C)C(=O)N1CCC1(C)C(=O)Nc1cccc2ccccc12 (stereo not given)
-3	COC(=O)[C@@]1(Cc2ccc(OC)cc2)[C@H]2c3cc(C(=O)N4CCCC4)n(Cc4ccccn4)c3C[C@H]2CN1C(=O)c1ccccc1
-4	C#CCN(Cc1ccccc1)S(=O)(=O)C=C
-1	Cc1cc(C(O)c2ncc(-c3ccc(Oc4ccccc4)cc3)[nH]2)ccc1F (stereo not given)
-1	Cc1c(C(=O)NCc2cccc(C(F)(F)F)c2)sc(=O)n1Cc1ccc(F)cc1
1	COc1ccccc1N(C)c1cc2c(c3c1ccn3C)C1CCC2O1 (stereo not given)
0	O=C(C(=O)N1CCC(CNC(=O)c2cccnc2Cl)CC1)c1cc2ccccc2o1
-3	CCCNC(=O)C1(C)CCN(C(=O)COCc2ccccc2)C1 (stereo not given)
0	O=C(Nc1ccccc1Cl)c1cc(C2CCCCN2C(=O)c2ccccc2)on1 (stereo not given)
2	O=C(C[n+]1cccc(C(=O)Nc2ccccc2)c1)c1ccc(Cl)cc1
1	Fc1ccc(Nc2nc(NCc3ccccc3)nc3ccsc23)cc1
8	COc1cccc(Nc2nc(C(N)Cc3ccc(C(F)(F)F)cc3)cs2)n1 (stereo not given)
-3	CCOC(=O)c1c(C)c(C)n2c1NC(=O)C2
1	O=C(C[C@H]1C=C[C@H](NC(=O)c2ccccn2)[C@@H](CO)O1)NCc1cc(F)cc(F)c1
-3	COc1ccc(C2CC=C(C(C)=O)CN2S(=O)(=O)c2ccc(C)cc2)cc1 (stereo not given)
-2	COC(=O)[C@@]12C[C@@H](CC(=O)N3CCN(C(=O)c4ccco4)CC3)C(=O)N(Cc3ccccc3)C1=CCC(C)(C)C2
-1	CCCc1ccc(C(O)c2ncc(-c3cccc(C)c3)[nH]2)cc1 (stereo not given)
-4	COC(=O)[C@]12C[C@H](CC(=O)NCCC(C)C)C(=O)N(CCC3=CCCCC3)C1=C[C@H](COCc1ccccc1)O[C@@H]2C
-4	Cc1cccc(C)c1NC(=O)C(c1ccccc1OC(F)(F)F)N1CCN(C/C=C/c2ccccc2)CC1 (stereo not given)
-14	COC(=O)C1=C(C)N(Cc2ccccc2C(F)(F)F)C(=NCc2ccc(C(F)(F)F)cc2)NC1c1cccc(Cl)c1 (stereo not given)
-2	CC1(C)OC(=O)C2=C(C[C@@H](C3CCCCC3)O[C@H]2c2ccccc2)O1
-3	COc1ccc(S(=O)(=O)NC(=O)C2(C)CCN2C(=O)c2c(C)noc2C)cc1 (stereo not given)
-2	CCCCC(=O)N(C)c1c(C)nc2ccc(C(=O)NCc3ccccc3OC)cn12
2	CC(=O)c1ccc(-c2cnc3c(NC=O)cc(-c4cccc(NS(C)(=O)=O)c4)cn23)cc1
20	CN(C)CCCNCC(=O)NN(c1ccccc1)c1ccccc1
-2	CC(C)(C)n1nnnc1C(c1cccs1)N1CCN(C/C=C/c2ccccc2)CC1 (stereo not given)
-2	CC(C)N(C)c1ncnc2c1ncn2[C@H]1CN(Cc2cccs2)C[C@@H](CO)O1
-3	COc1cccc(CNc2nc3cc(-c4ccccc4)sc3c(=O)n2C)c1OC
-2	CCN(C)C1CN(Cc2cn(CCCC(=O)OC)nn2)S(=O)(=O)C1 (stereo not given)
-8	COc1ccc(-c2cc(NC(C)=O)c3ncc(-c4cc(OC)c(OC)c(OC)c4)n3c2)cn1
3	Cc1cccc(NC(=O)Nc2nnc([C@H]3C[C@H](O)[C@@H](CO)O3)s2)c1
-1	COc1ccc(-c2cc(NC=O)c3ncc(-c4cccc(OC)c4)n3c2)cc1
11	CC(C)(C)c1ccc(C(=O)N2CCC2(C)C(=O)NCc2cccs2)cc1 (stereo not given)
-2	Cn1ccc2c(-c3cccc(C=O)c3)cc3c(c21)C1CCC3C1 (stereo not given)
-2	Cn1cc(Cc2ccc(C(=O)N3CCN(Cc4ccccc4)CC3)cn2)c2ccccc21
-3	N#Cc1cccc(OCCCN2CCC(C(O)(c3ccccc3)c3ccccc3)CC2)c1
5	Cc1cc2c(nc1C)CCCN2Cc1ccc(Br)cc1
-1	COC(=O)[C@]12CCCCC=C1N(Cc1ccco1)C(=O)[C@H](CC(=O)N1CCN(C(=O)c3ccco3)CC1)C2
-1	CC1(C(=O)NS(=O)(=O)c2cccc(Cl)c2)CCN1C(=O)c1cccc2ccccc12 (stereo not given)
-1	CC(=O)Nc1ccc(C(=O)N2CCCCC2c2cc(C(=O)NC(C)C)no2)cc1 (stereo not given)
-1	CC12CCC3C(CCC4CC(O)CCC43C)C1CC(=O)C2 (stereo not given)
-14	CCCCCCCCN1C(=O)[C@@H](CC(=O)NCc2cccc3ccccc23)C[C@@]2(C(=O)OC)C1=C[C@H](C1CCCC1)O[C@@H]2C
-2	CCOC(=O)C1=CCN(S(=O)(=O)c2ccc(Br)cc2)C1c1ccccc1 (stereo not given)
1	CC(C)=CCn1c2ccc(NC(=O)Nc3cccnc3)cc2c(=O)n1C
-21	COCCCNc1ccn2nc(-c3ccccc3)cc2n1
-3	Cc1cc(Br)cn2c(Cc3cccc(F)c3)c(-c3cccc(Cl)c3)nc12
-16	CCCCCCCCN1C(=O)[C@@H](CC(=O)NCc2ccc(OC)c(OC)c2)C[C@@]2(C(=O)OC)C1=C[C@H](C(C)(C)C)O[C@@H]2C
-2	O=C1NC[C@H](CCCCN2C[C@H](Cc3ccccc3)N(CC3CCCCC3)C(=O)C2=O)N(CCC2CCCCC2)C1=O
-1	CC(C)(C)c1ccc(CC(=O)N2CCC2(C)C(=O)NCCC#N)cc1 (stereo not given)
-1	COc1ccc(SCC(O)Cn2c3ccccc3c3ccccc32)c(OC)c1 (stereo not given)
1	COc1ccc(S(=O)(=O)N2CCC[C@H]2C(=O)N2CCC[C@H]2C(=O)NCc2ccccn2)cc1C

# Further structures follow.
Wnt act	Structure
-3	COC1=CC(=O)OC(c2ccc(C#N)cc2)C1 (stereo not given)
-6	COc1ccc(Oc2cccc3c2S(=O)(=O)N(C2CC2)C[C@@H](COCc2ccccc2)O3)cc1
-2	CC(CNC(=O)CC[C@H]1O[C@@H](n2ccc(=O)[nH]c2=O)[C@H](O)[C@@H]1O)c1ccccc1 (stereo not given in full)
-1	COc1cccc(C(NC(C)=O)c2nc(-c3csc4ccccc34)cs2)c1 (stereo not given)
-2	O=C(NCc1ccccc1)c1cc(C2COCCN2C(=O)c2ccc3c(c2)CCO3)on1 (stereo not given)
-2	CC(=O)C[C@@H]1OC[C@H](C)N1S(=O)(=O)c1ccc(C)cc1
-5	O=C(NC1CCCC1)C1c2ccccc2OCC(=O)N1Cc1ccco1 (stereo not given)
2	Cc1nc2cc(NC(=O)C3(C)CCCN(C(C)C)C3)ccc2o1 (stereo not given)
-2	CCOC(=O)[C@]12CCCC=C1N(CCC1=CCCCC1)C(=O)[C@H](CC(=O)NCc1cccs1)C2
-5	CC(=O)Nc1cccc(-c2ccnc3c2CC(C(=O)Nc2cccc(OC(F)(F)F)c2)O3)c1 (stereo not given)
-10	COC(=O)[C@@]1(Cc2ccc(F)cc2)[C@H]2c3cc(C(=O)N(C)C)n(Cc4ccc(OC(F)(F)F)cc4)c3C[C@H]2CN1C(=O)c1ccccc1
